# Compound activity from PubChem BioAssay.
# SMARCA2 act – SMARCA2 (BRM) function activators, primary screen, cell-based, luminescence, high throughput. MG213 cells, MMTV-luciferase reporter, dexamethasone, overnight. hit rate 1% among 370,000. activation, % at 9.1 µM. AID 652017, 2013; in the data active means activation above about 7.8%;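 further: 0% = vehicle wells and 100% = reference activator wells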
# DAX1 inh-1 – DAX1 (NR0B1) inhibitors, primary screen, cell-based, HEK293, Gal4-DAX1, luciferase luminescence. inhibition, % at 6.75 µM. Nuclear receptor subfamily 0 group B member 1 (Homo sapiens), P51843. hit rate 0.99% among 340,000. AID 504766, 2011. HEK293 Gal4-DAX1 luciferase reporter;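 active means inhibition above the mean over all tested compounds plus 3 SD, cut at about 4.2% in these data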;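 further: 0% = DAX1-transfected cells with DMSO and 100% = empty-vector control cells with DMSO; inhibition shows as a rise in luminescence from relieved DAX1 repression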
# ssDAF-12 act – S. stercoralis DAF-12 nuclear receptor activators, primary screen, cell-based, luminescence, HEK293, GRIP1 co-expression, lit1-tk-luc | Nuclear hormone receptor DAF-12 (Strongyloides stercoralis) | activation, % at 6.8 µM | hit rate 1% among 370,000 | AID 652126, 2013 | HEK293 ssDAF-12/GRIP1 lit1-tk-luc reporter; % of 3 µM dafachronic acid response;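 active means activation above the mean over all tested compounds plus 3 SD, cut at about 0.9% in these data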;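 further: 0% = DMSO-only wells and 100% = 3 µM delta7-dafachronic acid wells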
# NR1D1 modulator – modulators of Rev-erb alpha DNA binding, primary screen, biochemical, FITC-DNA, fluorescence polarization, uHTS | Rev-erbα–FITC-DNA binding, 90 min | activity, % at 10 µM | hit rate 0.79% among 370,000;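 active means activity above about 14%, limit read from the data; passing the limit was not always enough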;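 further: 0% = DMSO wells with 35 nM protein and 100% = DMSO wells with 750 nM protein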
# PLC-beta3 inh – human PLC-beta3 inhibitors, primary screen, biochemical, fluorescence. inhibition, % at 12.2 µM. Purified PLC-beta3, fluorogenic substrate. hit rate 0.18% among 370,000. AID 720704, 2013; in the data active means inhibition above about 11%;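 further: 0% = median of compound wells on plate and 100% = full blocker control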
# Target sequence (Q01970 whole entry, looked up): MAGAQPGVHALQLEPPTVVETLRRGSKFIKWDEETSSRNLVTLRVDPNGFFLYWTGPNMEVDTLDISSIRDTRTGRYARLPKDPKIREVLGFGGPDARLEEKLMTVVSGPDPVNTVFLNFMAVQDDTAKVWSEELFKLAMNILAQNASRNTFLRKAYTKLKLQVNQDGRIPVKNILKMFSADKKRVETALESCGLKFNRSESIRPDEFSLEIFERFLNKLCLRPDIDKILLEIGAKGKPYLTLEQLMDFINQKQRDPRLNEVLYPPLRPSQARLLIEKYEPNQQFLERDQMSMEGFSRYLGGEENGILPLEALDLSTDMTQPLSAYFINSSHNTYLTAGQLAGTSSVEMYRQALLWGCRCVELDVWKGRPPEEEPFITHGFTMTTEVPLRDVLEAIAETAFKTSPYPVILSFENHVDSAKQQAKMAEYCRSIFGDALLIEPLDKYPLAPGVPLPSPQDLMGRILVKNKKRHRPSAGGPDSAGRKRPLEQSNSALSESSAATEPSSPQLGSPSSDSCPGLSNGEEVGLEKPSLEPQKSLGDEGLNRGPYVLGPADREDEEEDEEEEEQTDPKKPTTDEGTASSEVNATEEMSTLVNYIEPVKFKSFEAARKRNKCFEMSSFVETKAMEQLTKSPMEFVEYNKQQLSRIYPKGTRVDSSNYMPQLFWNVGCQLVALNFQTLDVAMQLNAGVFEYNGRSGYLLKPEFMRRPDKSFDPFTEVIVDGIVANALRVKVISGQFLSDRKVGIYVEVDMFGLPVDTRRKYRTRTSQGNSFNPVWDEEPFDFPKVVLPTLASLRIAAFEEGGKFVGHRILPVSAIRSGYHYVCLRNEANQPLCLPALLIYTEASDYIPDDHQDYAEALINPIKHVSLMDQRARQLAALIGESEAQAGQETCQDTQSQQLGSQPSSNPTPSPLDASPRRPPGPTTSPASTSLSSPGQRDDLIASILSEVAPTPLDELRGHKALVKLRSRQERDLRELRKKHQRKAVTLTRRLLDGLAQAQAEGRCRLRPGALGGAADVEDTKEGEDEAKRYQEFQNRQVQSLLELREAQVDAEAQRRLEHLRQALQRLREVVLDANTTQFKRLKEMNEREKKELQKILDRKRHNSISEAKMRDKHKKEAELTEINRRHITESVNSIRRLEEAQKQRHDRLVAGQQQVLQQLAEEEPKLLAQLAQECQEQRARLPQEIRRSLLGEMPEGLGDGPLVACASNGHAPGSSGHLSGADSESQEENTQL
# GAA850 FXN act – FXN promoter activators, primary screen, cell-based, luciferase luminescence, HEK293 lucGAA850. hit rate 0.56% among 360,000. activation, % at 6 µM. AID 540364, 2011. HEK293 lucGAA850 FXN promoter luciferase reporter, 24 h; percent of 10 µM SAHA response;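 active means activation above the average of all compounds screened plus 3 SD, cutoff fixed separately per campaign, cut at about 7.5% in these data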;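 further: 0% = DMSO wells and 100% = 10 µM SAHA wells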
# hcDAF12 agonist – H. contortus DAF-12 nuclear receptor activators, primary screen, cell-based, luminescence, HEK293, lit1-tk-luc reporter | activation, % at 6.8 µM | AID 652067, 2013 | hit rate 1.4% among 370,000 | HEK293 hcDAF-12 lit1-tk-luc reporter; 0% DMSO, 100% Δ7-dafachronic acid;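 active means activation above the mean of all tested compounds plus 3 SD, cut at about 5.5% in these data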;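 further: 100% = response to 3 µM Δ7-dafachronic acid high control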
# sPLA2-III inh – human group III sPLA2 inhibitors, primary screen, biochemical, QFRET, BODIPY PC-A2 liposome substrate; Group 3 secretory phospholipase A2 (Homo sapiens), Q9NZ20; QFRET BODIPY PC-A2 liposome hydrolysis, fluorescence; inhibition, % at 12.2 µM; hit rate 0.56% among 370,000; AID 743126, 2013;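 active means inhibition above mean plus 3 SD of compounds lying within the high and low control bounds, cut at about 19% in these data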;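 further: 0% = median of test compound wells and 100% = no enzyme DMSO wells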
# PG9 binder – binders of HIV-1 gp120 antibody PG9, primary screen, biochemical, TR-FRET | AID 624416, 2012 | hit rate 0.43% among 360,000 | inhibition, % at 6.7 µM | TR-FRET gp120-PG9 antibody binding; in the data active means inhibition above about 8.5%
# DAX1 inh-2 – DAX1 (NR0B1) inhibitors on StAR promoter, primary screen, cell-based, luminescence, SF-1 (NR5A1), full-length DAX-1 | HEK293T StAR-luciferase reporter, SF-1/DAX-1 repression relief | inhibition, % at 6.8 µM | hit rate 1.1% among 370,000 | AID 652010, 2013;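 active means inhibition above the mean over all tested compounds plus 3 SD, cut at about 3.6% in these data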;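 further: 0% = DAX-1 cells with DMSO and 100% = cells lacking DAX-1 with DMSO; higher inhibition means more luminescence from relief of DAX-1 repression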
# hgDAF-12 ag – H. glycines DAF-12 receptor agonists, primary screen, cell-based, luminescence, HEK293, GAL4 fusion, UAS-luciferase; Nuclear hormone receptor DAF-12 (Heterodera glycines), GAL4 fusion; hit rate 1.8% among 370,000; activation, % at 6.8 µM; HEK293 GAL4-hgDAF12 UAS-luciferase reporter, agonist luminescence; normalized to butyrate control;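 active means activation above a cutoff set at the mean of all screened compounds plus 3 SD, cut at about 10% in these data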;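 further: 0% = DMSO wells and 100% = sodium butyrate wells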
# * hit, by the source's call; x = no result given.
# Under each structure: DAX1 inh-1, hgDAF-12 ag, sPLA2-III inh, NR1D1 modulator, PG9 binder, SMARCA2 act, PLC-beta3 inh, DAX1 inh-2, hcDAF12 agonist, GAA850 FXN act, ssDAF-12 act
COC(=O)c1cc(O)c(O)c(O)c1
→ 1.4, 0.8, 1, 3, -2.2, 0, 0, 0.7, -1.8, 1.7, -1.4
Cc1ccc2nc(N3CCOCC3)c(C=O)cc2c1
→ 8.2*, 1.3, 3, -1, 1.0, -1, -36, -0.1, -2.3, 2.4, -1.2
COc1ccc(CNS(=O)(=O)c2cc(Br)cc3c2N(C(C)=O)C(C)C3)cc1 (stereo not given)
→ -0.7, -1.7, -1, 1, -3.1, 4, -1, -0.6, -2.3, 0.9, -1.1
COc1cc(NC(C)CCCN)c2nc(C)ccc2c1Oc1ccc(F)cc1 (stereo not given)
→ -1.0, 1.3, 2, 10, -1.3, 0, -40, -1.5, -1.4, -0.4, -1.8
COc1ccc2c(c1)CCC/C2=N\Nc1nc(C(=O)NN)cs1
→ x, 7.0, 13, 7, -1.8, 0, -12, 0.1, 2.8, 3.1, -0.9
Cc1c(N(C(=O)c2ccccn2)C2(C(=O)NC3CCCCC3)CCCCC2)c(=O)n(-c2ccccc2)n1C
→ -0.6, -0.1, -4, 3, -0.5, -1, -2, 0.0, -0.8, 0.3, -1.9
O=C(NCC(c1ccccc1)c1ccccc1)[C@H](Cc1ccccc1)NC1(C(=O)NC2CCCCC2)CCC1
→ x, 1.6, -4, 0, x, x, 3, x, 1.3, x, -1.5
N#C/C(=C/c1ccc(N2CCCCCC2)o1)c1cccc(F)c1
→ -1.6, -3.4, -13, -2, -1.1, 0, -31, -0.5, -0.6, 5.6, -1.7
COc1ccc(C(=O)c2cc([N+](=O)[O-])ccc2N2CCOCC2)cc1
→ 0.8, -5.6, -3, 11, 0.9, -1, 5, 1.1, -0.5, -0.7, -0.4
C=C(C)Cn1c(SCC(=O)NCc2ccco2)nc2sc3c(c2c1=O)CCC3
→ -1.0, -3.0, 0, -1, -1.4, 1, -2, 0.1, -1.9, 2.7, -1.4
Cc1ccc(NC(=O)C2Cc3ccccc3O/C2=N\O)cc1C (stereo not given)
→ 3.6, 5.2, -11, 6, -2.3, 3, 0, 1.2, 4.3, 6.8, -0.3
S=c1ccc2ccccc2[nH]1
→ 1.1, 2.8, -3, -2, 1.9, -3, 0, 0.4, 1.5, 0.4, -0.3
O=C(NN=Cc1ccc2c(c1)OCO2)C1CC1
→ 0.4, 3.9, 0, -3, -1.6, 8, 5, 1.6, 1.6, 2.8, -0.6
Cc1cc(C)c(C#N)c(N2CCN(c3ccccc3F)CC2)n1
→ 1.1, -0.1, 3, 0, -2.8, 3, -25, -0.3, -0.9, 1.6, -1.2
COc1ccc(-c2nc(CS(=O)CC(=O)NC3CCCc4ccccc43)c(C)o2)cc1OC (stereo not given)
→ -0.3, 2.3, -6, 3, -1.0, 1, 3, -1.1, -2.8, 0.8, -1.9
Cn1cnnc1SCc1ccc(C(=O)N=Nc2c(O)n(Cc3ccc(Cl)cc3)c3ccccc23)cc1
→ -4.4, -6.5, -2, -2, -2.5, -2, 1, -1.3, -5.6, 2.8, -1.9
COc1ccc(C(=O)OCC[N+]2(C)CCCCC2)cc1
→ 0.0, -2.8, 1, -4, -0.9, 0, -2, 0.5, -1.1, 0.8, -1.0
Cc1ccc(S(=O)(=O)N2CCN(c3ncnc4sccc34)CC2)cc1C
→ -3.3, -6.5, 1, -4, -0.2, -6, -16, -4.3, -1.8, -0.1, -1.9
CCOC(=O)/C(C#N)=C/C1=C(N2CCOCC2)C(C)(C)OCC1
→ 4.3*, -0.2, 0, -7, -4.1, -3, -16, 0.7, 0.0, 2.2, -1.2
CN1CCN(S(=O)(=O)c2ccc(NC(=O)c3ccc([N+](=O)[O-])cc3)cc2)CC1
→ -0.7, -0.2, 4, -1, -2.3, -2, -5, -0.3, -0.8, 1.0, -1.6
Cc1ccc(S(=O)(=O)NC2CCCCC2)c(C)c1NS(C)(=O)=O
→ 2.0, -1.7, -7, -1, -1.1, 1, 3, -0.6, 0.2, 0.6, -1.2
Cc1cccc(/C=N/NC(=O)c2ccc(NC(=O)c3ccc(F)cc3)cc2)n1
→ -0.3, 0.1, -10, -2, -1.9, -1, -14, 0.2, -0.5, 2.2, -0.9
CC(CCc1ccccc1)NC(=S)NC(=O)c1ccco1 (stereo not given)
→ 0.7, 1.0, 3, 6, -5.2, 2, -4, -0.2, 0.8, 1.1, -1.9
COc1ccc(CCNC(=O)c2c(C)nc3ccccn23)cc1
→ -1.2, -0.5, 4, -9, 1.5, -4, -5, -0.4, -1.3, -0.3, -2.3
CC(C)[C@H](NC(=O)c1ccc(Cl)c(Cl)c1)C(=O)N1CCC[C@H]1C(=O)NCCc1ccccc1Cl
→ x, -0.8, -19, -6, -3.0, -3, -4, 1.2, -1.6, x, -1.3
COc1ccccc1NC(=O)CN1CCN(Cc2ccccc2)CC1
→ 1.3, -1.5, -2, 1, 0.7, -5, 2, -0.2, -1.4, -1.2, -1.8
Cc1ccc(CN(C(=O)c2cc3ccccc3oc2=O)C2CCS(=O)(=O)C2)cc1 (stereo not given)
→ 1.0, 7.5, 0, 2, -0.8, 8.7*, -14, 1.2, 1.8, 4.6, -0.3
COc1ccc(Cl)cc1NC(=S)NN1CCOCC1
→ -0.3, 0.3, -3, 1, 0.5, 0, 2, 0.5, -1.1, 0.3, -1.9
Cc1ccc(NC(=O)CN2CCc3ccccc3C2)cc1S(=O)(=O)N1CCOCC1
→ -1.6, -0.9, -12, -8, -2.6, 3, 2, 0.0, -2.0, 1.4, -0.8
CC(=O)Nc1ccc(S(=O)(=O)Nc2nc3ccccc3nc2Sc2nncn2C)cc1
→ -0.1, 4.7, -35, 5, 1.4, 6, -95, 0.4, 0.3, 2.4, -1.3
CCN(CC(=O)NCc1cccs1)C(=O)c1ccc(-c2ccccc2F)o1
→ 0.3, 1.8, -8, 4, -0.7, 2, -10, 0.2, -0.5, 0.3, -0.8
CCN(CC(=O)Nc1c(F)cccc1F)C(=O)CN1C(=O)NC2(CCCC2)C1=O
→ 0.7, 0.3, 10, -3, 1.1, 1, -7, -1.3, -0.9, -1.3, -0.9
COc1ccccc1C(=O)NC(=S)Nc1cc(C(=O)O)ccc1C
→ -1.1, 0.1, 11, -1, 0.1, -2, -3, -0.3, 2.1, 0.1, -0.5
Cc1cc(=O)oc(C)c1C(=O)NNC(=O)C1(C)CC1Br (stereo not given)
→ 2.0, -1.6, 0, 5, -2.9, 8.9*, -6, 0.0, 1.4, -0.2, -1.3
CC1=NNC(=O)C1CCC(=O)N/N=C\c1cccc(Cl)c1 (stereo not given)
→ -0.3, -3.5, -5, 3, -0.2, 2, 1, 1.1, -1.9, 0.7, -1.0
CCOc1ccc(NC(=O)CS(=O)CC(=O)NC2CCCc3ccccc32)cc1 (stereo not given)
→ -0.3, -1.0, -7, -2, -1.7, -1, 1, -0.3, 0.0, 1.9, -1.4
c1ccc(C2c3c(ccc4ccccc34)Oc3ncn4nc(-c5ccco5)nc4c32)cc1 (stereo not given)
→ 0.3, -1.4, -2, 2, -1.8, -2, 2, -0.1, 0.2, -2.2, -0.9
CSc1ccc(CN(C)C(=O)CSCC(=O)Nc2cc(C)on2)cc1
→ 0.0, 2.1, 6, 5, -0.2, -2, -2, 0.7, -1.6, 2.7, -0.9
COc1cc2c(cc1OC)C(C)N(C(=O)CCNC(=O)c1ccccc1)CC2 (stereo not given)
→ 0.3, 2.5, 8, 2, -0.5, 1, 3, 0.7, -1.3, 0.5, -0.9
CCOCCOc1cc(NCc2ccccc2)c2ncn(C(C)C)c2c1
→ -0.9, -6.2, -4, 7, -4.1, -2, -136, -0.9, -1.8, 0.2, -1.4
COc1ccc(C(c2nnnn2C2CCCCC2)N2CCN(c3ccccc3F)CC2)cc1 (stereo not given)
→ -0.4, 0.6, 5, 3, -2.4, 2, 2, -0.7, 0.6, 1.8, -0.6
CCCCC(=O)NC(Nc1ccc(C)cn1)(C(=O)OCC)C(F)(F)F (stereo not given)
→ 1.4, 1.6, 2, 0, 2.4, -1, -3, 1.0, -1.4, -2.0, -1.2
Cc1cccc(C(=O)NNC(=O)c2csc(N3CCOCC3)n2)c1C
→ -0.6, 0.8, 5, 4, -0.7, 1, -8, -0.2, -2.0, 0.8, -1.1
CCn1nc(C(=O)N[C@@H](CCSC)c2nc3ccccc3[nH]2)c2ccccc2c1=O
→ 1.3, 1.1, -4, 1, 1.4, 3, -1, 0.4, 0.0, 1.3, -0.6
COc1cc(OC)cc(C2=Cc3ccccc3C(CC(C)=O)N2c2ccc(C#CCCO)cc2)c1 (stereo not given)
→ x, 2.1, -17, 1, -2.1, -5, -352, 1.4, 3.0, x, 0.4
O=C(Cn1nnc(-c2ccccc2F)n1)Nc1ccc(C(=O)N2CCOCC2)cc1
→ 0.5, -0.3, -5, -4, -0.5, 2, 1, -1.1, 0.2, -0.2, -0.9
COc1ccc(N(C(=O)c2ccco2)C(C(=O)NC2CCCC2)c2ccc(OC)c(OC)c2)cc1 (stereo not given)
→ -0.7, 0.8, -2, 0, -0.9, -3, -8, -0.4, -1.3, -0.9, -0.8
O=C(O)C1C2C=CC(C2)C1C(=O)Nc1ccc(Cl)c(Cl)c1 (stereo not given)
→ 0.1, 2.1, 10, 6, -0.9, 2, -3, -0.1, 1.6, -1.8, -0.2
CCOC(=O)c1ccc(NC(=O)COc2ccc(S(=O)(=O)NC(C)CC)cc2)cc1 (stereo not given)
→ -3.2, -5.1, -32, -9, -0.2, -6, 4, -2.5, -3.2, -3.6, -2.2
CCOC(=O)C1CCCN(C(=O)/C=C/c2ccc([N+](=O)[O-])cc2)C1 (stereo not given)
→ 0.9, 2.1, 2, 5, -3.0, -1, 6, -0.8, -0.4, 0.1, -1.2

# SMARCA2 act, what is marked active above.
canonical_smiles	DAX1 inh-1	sPLA2-III inh	NR1D1 modulator	PG9 binder	SMARCA2 act	PLC-beta3 inh	DAX1 inh-2	hcDAF12 agonist	GAA850 FXN act	ssDAF-12 act
Cc1ccc(CN(C(=O)c2cc3ccccc3oc2=O)C2CCS(=O)(=O)C2)cc1 (stereo not given)	1.0	0	2	-0.8	8.7*	-14	1.2	1.8	4.6	-0.3
Cc1cc(=O)oc(C)c1C(=O)NNC(=O)C1(C)CC1Br (stereo not given)	2.0	0	5	-2.9	8.9*	-6	0.0	1.4	-0.2	-1.3
